aSyn tox rescue = inhibitors of alpha-synuclein toxicity in yeast. S. cerevisiae alpha-synuclein toxicity rescue, BacTiter-Glo growth, 24 h. Potency, µM (top dose mostly 46.1 µM), without a hit: at the highest dose growth rescue (activation), actives largely listed as activators. 0.02% of 94,000 active; active = well fitted activation curve with a large enough effect; inconclusive = small, poorly fitted or top-dose-only effect; also: 0% is about no effect
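Growth restoration measured by BacTiter-Glo luminescence after 24 hr at 30 deg C; alpha-synuclein yeast, raffinose-pregrown to mid-log, were added at OD600=0.02 in galactose medium onto pinned compounds.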
The depositor's hits bear a star; ? = inconclusive; [ ] = remark or other dose. Potency is read from the fitted curve at half-maximal effect. A portion of the library (hit frequency here may not be typical).

canonical_smiles | aSyn tox rescue
O=c1[nH]c(=S)[nH]c(O)c1N=Nc1ccc(S(=O)(=O)N2CCOCC2)cc1 | 5%
C[C@@H]1CN([C@@H](C)CO)C(=O)CCCn2cc(nn2)CO[C@H]1CN(C)C(=O)Oc1cccc2ccccc12 | -4%
O=C(CCc1nc(C2=CCN(Cc3cccc(Cl)c3)CC2)no1)Nc1ccccc1F | -9%
O=c1[nH]c(=O)n(-c2ccccc2)c(O)c1N=Nc1ccc(Br)cc1 | -2%
c1ccc2c(N3CCNCC3)nsc2c1 | 7%
CC(=O)c1cc(C#N)c(N2CCN(C)CC2)nc1C | -4%
CC(C)c1ccc(OCC(=O)N2CCN(CCc3ccccn3)CC2)cc1 | 7%
CN(C(=O)Oc1ccc(C(C)(C)C)cc1)c1ccccc1 | 8%
C#C[C@]1(O)CC[C@H]2[C@@H]3[C@H](O)C[C@H]4C[C@@H](O)CC[C@]4(C)[C@H]3CC[C@@]21C | -14%
COC(=O)N1Cc2ccccc2-n2nncc2C1 | -3%

Next results follow.
canonical_smiles | aSyn tox rescue
Cc1cc(/C=C2\C(=O)NC(=O)N(c3ccc(Br)cc3)C2=O)c(C)n1-c1cc(C(=O)O)cc(C(=O)O)c1 | -12%
CCc1nnc(NS(=O)(=O)c2ccc(N=Cc3c(O)n(-c4ccc(Cl)cc4)c(=O)[nH]c3=O)cc2)s1 | -2%
CC1CN=C(NCCc2ccccc2)S1 (stereo unspecified) | 10%
CCC(=NCCCn1ccnc1)c1c(O)n(-c2ccccc2)c(=O)[nH]c1=O | -3%
CCOc1ccc(CN(CCc2ccc3c(c2)OCO3)Cc2ccc(OC)c(Br)c2)cc1 | -8%
Clc1cccc(N2CCNCC2)n1 | -1%
CCC(=O)OC1(c2ccccc2)CCN(C)CC1C (stereo unspecified) | -7%
O=C1CN=C(c2ccc(F)cc2)c2oc3ccccc3c2N1 | -7%
CCCSc1nc2ccccc2c(=O)n1-c1ccccc1OC | ?
CN1C(=O)C(=Cc2cn(CC#N)c3ccccc23)C(=O)N(C)C1=O | -4%

Exported with each value named: entries from further up
compound: Cc1cc(/C=C2\C(=O)NC(=O)N(c3ccc(Br)cc3)C2=O)c(C)n1-c1cc(C(=O)O)cc(C(=O)O)c1
- aSyn tox rescue = -12%
compound: CCc1nnc(NS(=O)(=O)c2ccc(N=Cc3c(O)n(-c4ccc(Cl)cc4)c(=O)[nH]c3=O)cc2)s1
- aSyn tox rescue = -2%

Following part:
canonical_smiles | aSyn tox rescue
c1ccc(-c2cc(-c3ccccc3)[n+](-c3ccccc3)c(-c3ccccc3)c2)cc1 | 7%
O=c1c2ccccc2nc(CNCc2ccco2)n1-c1ccc(F)cc1 | 8%
CNC(=O)Oc1c(C)[nH]ccc1=O | -9%
Cc1ccc(OCC(=O)N2CCN(Cc3ccc(F)cc3)CC2)cc1 | 1%
Cc1cc(=O)[nH]c(SCc2nc3ccccc3c(=O)n2-c2ccccc2C)n1 | 3%
Cc1cccc(-n2nc(C)c3c2NC(=O)CSC3c2ccccc2Cl)c1 (stereo unspecified) | 7%
Cc1nc2ccccc2c(=O)n1/N=C/c1cc(Br)cc(Br)c1O | 10%
O=C(O)CCn1cc(C=C2C(=O)NC(=O)NC2=O)c(-c2cc3ccccc3oc2=O)n1 | -1%
N/C(=N\[N+](=O)[O-])N1CCN(C(=O)Oc2ccccc2)CC1 | -7%
CCN(CC)C(=O)c1ccc(NC(=O)COc2ccccc2F)cc1 | 11%

Other results:
canonical_smiles | aSyn tox rescue
Cc1cc(C=O)c(C)n1C1CC1 | -10%
O=C(C1CCCCC1)N1Cc2ccccc2-n2nncc2C1 | 6%
c1ccc2c(c1)CN(Cc1ccc3c(c1)OCO3)Cc1cnnn1-2 | 4%
C=CCN1C(=O)/C(=C/c2ccc3c(c2)CCCN3CCC)C(=O)NC1=S | 10%
O=C(c1cccc(Cl)c1)C1CCCN(Cc2cccc3cnccc23)C1 (stereo unspecified) | 17%
O=C1CN=C(c2ccc(Cl)cc2)c2oc3ccccc3c2N1 | 5%
N#Cc1cc2c(nc1SCC(=O)Nc1ccc(OC(F)(F)F)cc1)C1CCN2CC1 | -13%
CC1(C)CC(=O)CC(C)(C)N1O | 8%
CN(C)C1(CNC(=O)Nc2ccc(Cl)c(Cl)c2)CCCCC1 | 0%
O=C(CCNS(=O)(=O)c1ccccc1)Nc1ccc(Cl)cc1C(=O)c1ccccc1 | ?

New compounds follow.
canonical_smiles | aSyn tox rescue
COc1cccc(-c2nn3c(=O)cc(CN4CCN(C(=O)COc5ccccc5C)CC4)nc3s2)c1 | 10%
Cc1ccc(OCCOc2cccc(C=C3C(=O)NC(=O)NC3=O)c2)cc1 | 17%
O=C(c1ccc2c(c1)OCO2)C1CCCN(Cc2ccccn2)C1 (stereo unspecified) | 1%
Cc1ccccc1OP(N)(=O)Oc1ccccc1C | 2%
COc1ccccc1-n1c(CNCC2CCCO2)nc2ccccc2c1=O (stereo unspecified) | 5%
CN(C(=O)Cc1ccc2c(c1)OCO2)C1CCCN(Cc2ccccc2F)C1 (stereo unspecified) | 3%
C[C@]1(O)CCC2C3CC[C@H]4C[C@@H](OC(=O)[C@@H](N)CCCCN)CC[C@]4(C)C3CC[C@@]21C (stereo partly specified) | 16%
CC(C)(C)C(=O)Cn1c(NCCCl)nc2ccccc21 | -5%
Cc1ccc(C(=O)O)cc1N=Nc1c(O)[nH]c(=O)[nH]c1=O | -11%
CC(C)COC(=O)N1Cc2ccccc2-n2nncc2C1 | -6%

(more compounds)
canonical_smiles | aSyn tox rescue
O=C(c1ccc2c(c1)N(Cc1c(F)cccc1Cl)C(=O)c1ccccc1S2)N1CCC2(CC1)OCCO2 | 20%
Cc1ccc(OC(=O)N(C)C[C@H]2OCc3cnnn3CCCC(=O)N([C@@H](C)CO)C[C@H]2C)cc1 | -11%
O=C(c1ccc2c3c(cccc13)CC2)C1CCCN(Cc2ncc[nH]2)C1 (stereo unspecified) | -1%
CCOc1ccc(NC2=NCCCS2)cc1 | -3%
C=CCn1c(O)c(/C=N/NC(=O)CCCC)c(=O)[nH]c1=S | -12%
COc1cc(OC)cc(C(=O)Nc2ccc(Cl)cc2C(=O)c2ccccc2Cl)c1 | -8%
Cc1cc(N(CCCl)CCCl)ccc1/C=N/N=C(\N)c1cnccn1 | 9%
CN(C)C(=O)Oc1cccc(NC(=O)c2ccccc2C(F)(F)F)c1 | -5%
C[C@]12CC[C@@H](O)C[C@@H]1CC[C@@H]1[C@@H]2CC[C@]2(C)C(=O)[C@H](O)C[C@@H]12 | 5%
Cc1cccc(OCCn2cccc2/C=C2/C(=O)NC(=O)N(Cc3ccco3)C2=O)c1 | 1%

Gathered by group: those above with a CF3 group (two)
canonical_smiles | aSyn tox rescue
N#Cc1cc2c(nc1SCC(=O)Nc1ccc(OC(F)(F)F)cc1)C1CCN2CC1 | -13%
CN(C)C(=O)Oc1cccc(NC(=O)c2ccccc2C(F)(F)F)c1 | -5%

Following part:
canonical_smiles | aSyn tox rescue
CN(C)C(=O)Oc1c(Cl)cc(Cl)c2cccnc12 | 3%
Nc1c(C(=O)Nc2cccc(Br)c2)sc2nc3c(cc12)N1CCC3CC1 | 5%
C[C@]12CC[C@@H](O)CC1=CCC1C2CC[C@@]2(C)C1CC[C@@H]2O (stereo partly specified) | 5%
Cc1cccc(-n2c(/C=C/c3c(C)[nH]c4ccccc34)nc3ccccc3c2=O)c1 | -1%
c1ccc(-c2ccncc2)cc1 | -4%
c1ccc(CN2Cc3ccccc3-n3nncc3C2)nc1 | -6%
C[C@@H]1CN([C@@H](C)CO)C(=O)CCCn2nncc2CO[C@H]1CN(C)C(=O)Oc1cccc2ccccc12 | 0%
COC(=O)c1c2[n+](cc3cc(OC)c(OC)cc13)CCc1cc(OC)c(OC)cc1-2 | 4%
COc1ccc(NC(=O)N2CCC3(CC2)OCCO3)cc1OC | 7%
CCN(CC)c1ccc(CNCCc2ccc(F)cc2)cc1 | -2%

Going on with the list.
canonical_smiles | aSyn tox rescue
COc1cc2c(c(OC)c1OC)-c1ccc(O)c(=O)cc1[C@@H](N)CC2 | 0%
O=[N+]([O-])c1ccc(CN2CC=C(c3ccccc3)CC2)cc1 | 3%
Cc1cccc(OCC(=O)N2CCN(Cc3ccc4c(c3)OCO4)CC2)c1 | 5%
CCc1ccc(-c2nn(Cc3ccccc3)cc2C=O)cc1 | -34%[inhibitor]
CC(=O)/C=C/c1ccccc1 | 8%
Cc1oc2cc3oc(=O)c(CCC(=O)N4CCCCC4)c(C)c3cc2c1C | -9%
COc1ccccc1C1SCC(=O)Nc2c1c(C)nn2-c1cccc(C)c1 (stereo unspecified) | 23%
CCOC(=O)c1cc(C)sc1/N=C/C1C(=O)NC(=S)NC1=O | 14%
COc1ccc(/C=C/c2nc3ccccc3c(=O)n2-c2ccc(C)cc2)cc1O | -19%
CCc1ccc(OCC(=O)N2CCN(CCc3ccccn3)CC2)cc1 | 1%

Continued:
canonical_smiles | aSyn tox rescue
Oc1ccc(CCNCc2cc3c(cc2Br)OCO3)cc1 | -9%
CC(=O)CC(c1ccc2c(c1)OCO2)c1c(O)c2ccccc2oc1=O (stereo unspecified) | 11%
CCOC(=O)c1c(NC(NC(=O)CF)C(Cl)(Cl)Cl)sc2c1CCCC2 (stereo unspecified) | -4%
CCCCCn1c(=O)c(C(=O)Nc2cnccn2)c(O)c2ccccc21 | 4%
COc1ccc(CCNCc2ccc(C)s2)cc1OC | 4%
N/C(=N\[N+](=O)[O-])NCCCC(NC(=O)CNC(=O)c1ccccc1)C(=O)O (stereo unspecified) | 5%
O=C1C(Br)C2CCC1C2C(=O)O (stereo unspecified) | -6%
Cn1cccc1/C=C1\C(=O)NC(=O)N(Cc2ccccc2)C1=O | -2%
O=C(Nc1ccc2c(c1)OCCO2)c1cccn(Cc2cccc([N+](=O)[O-])c2)c1=O | -18%
COc1ccc(C(=O)C2CCCN(Cc3cccc(C)n3)C2)c(OC)c1 (stereo unspecified) | 8%

(cont.)
canonical_smiles | aSyn tox rescue
COc1ccc(N2C(=O)/C(=C/c3ccco3)C(=O)NC2=S)cc1 | 13%
O=C(COc1ccccc1)N1CCN(CCN2C(=O)c3cccc4cccc(c34)C2=O)CC1 | 10%
CC(C)C1C(C#N)=C(N)Oc2c1c(=O)oc1ccccc21 (stereo unspecified) | -2%
C=COCCn1c(C)c(C(C)=O)c2cc(O)ccc21 | -2%
O=C(NCC1=C(c2ccc3ccccc3c2)C[C@@H]2CC[C@H]1N2Cc1ccco1)c1ccc([N+](=O)[O-])cc1 | -8%
CCOC(=O)C1(CCc2ccccc2)CCN(C(C)CSC)CC1 (stereo unspecified) | 11%
CC(C)(C)c1ccc(OC(=O)N2CCCCC2)cc1 | 8%
COc1ccc(C(=O)Nc2ccc(Cl)cc2C(=O)c2ccccc2)c(OC)c1 | -9%
CN1C(=O)CN=C(c2ccc[nH]2)c2cc(Cl)ccc21 (tested in a mixture with another compound) | 1%
S=C(NCCc1ccccc1)N1Cc2ccccc2-n2nncc2C1 | -12%
O=C(Nc1ccccc1)N(Cc1ccc2c(c1)OCO2)C1CCN(Cc2ccccc2)CC1 | 5%

By substructure: the entries above with an aryl methoxy group
canonical_smiles | aSyn tox rescue
CCOc1ccc(CN(CCc2ccc3c(c2)OCO3)Cc2ccc(OC)c(Br)c2)cc1 | -8%
CCCSc1nc2ccccc2c(=O)n1-c1ccccc1OC | ?
COc1cccc(-c2nn3c(=O)cc(CN4CCN(C(=O)COc5ccccc5C)CC4)nc3s2)c1 | 10%
COc1ccccc1-n1c(CNCC2CCCO2)nc2ccccc2c1=O (stereo unspecified) | 5%
COc1cc(OC)cc(C(=O)Nc2ccc(Cl)cc2C(=O)c2ccccc2Cl)c1 | -8%
COC(=O)c1c2[n+](cc3cc(OC)c(OC)cc13)CCc1cc(OC)c(OC)cc1-2 | 4%
COc1ccc(NC(=O)N2CCC3(CC2)OCCO3)cc1OC | 7%
COc1cc2c(c(OC)c1OC)-c1ccc(O)c(=O)cc1[C@@H](N)CC2 | 0%
COc1ccccc1C1SCC(=O)Nc2c1c(C)nn2-c1cccc(C)c1 (stereo unspecified) | 23%
COc1ccc(/C=C/c2nc3ccccc3c(=O)n2-c2ccc(C)cc2)cc1O | -19%
COc1ccc(CCNCc2ccc(C)s2)cc1OC | 4%
COc1ccc(C(=O)C2CCCN(Cc3cccc(C)n3)C2)c(OC)c1 (stereo unspecified) | 8%
COc1ccc(N2C(=O)/C(=C/c3ccco3)C(=O)NC2=S)cc1 | 13%
COc1ccc(C(=O)Nc2ccc(Cl)cc2C(=O)c2ccccc2)c(OC)c1 | -9%

Screens: PubChem, National Center for Advancing Translational Sciences (NCATS)
